Bioassay records deposited in PubChem by The Scripps Research Institute Molecular Screening Center.
PAFAH1B2 FP inh – PAFAH1B2 enzyme inhibitors, primary screen, biochemical, fluorescence polarization, human; recombinant PAFAH1B2, FP-rhodamine activity probe; 340,000 tested, 1.2% active; inhibition, % at 3.39 µM;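 active = inhibition above the mean of all tested compounds plus 3 SD, cut at about 24% in these data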;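 also: 0% = enzyme with DMSO and 100% = wells lacking PAFAH1B2; many of its hits are not listed in these tables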
Target sequence (P68402 whole entry, looked up): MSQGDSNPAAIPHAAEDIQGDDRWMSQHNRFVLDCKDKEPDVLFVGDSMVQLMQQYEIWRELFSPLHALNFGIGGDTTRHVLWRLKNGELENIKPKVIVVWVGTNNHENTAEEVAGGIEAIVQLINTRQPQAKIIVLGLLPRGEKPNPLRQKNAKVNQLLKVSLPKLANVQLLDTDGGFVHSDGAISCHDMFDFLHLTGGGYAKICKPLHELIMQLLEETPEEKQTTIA
PAFAH1B3 FP inh – PAFAH1B3 enzyme inhibitors, primary screen, biochemical, fluorescence polarization, human | Platelet-activating factor acetylhydrolase IB subunit alpha1 (Homo sapiens), Q15102 | inhibition, % at 3.39 µM | recombinant PAFAH1B3, FP-rhodamine probe | 340,000 tested, 0.28% active;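 active = inhibition above the screen-wide average of all tested compounds plus 3 SD, cut at about 25% in these data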;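 also: 0% = enzyme with DMSO only and 100% = wells lacking PAFAH1B3 protein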
Target sequence (Q15102 whole entry, looked up): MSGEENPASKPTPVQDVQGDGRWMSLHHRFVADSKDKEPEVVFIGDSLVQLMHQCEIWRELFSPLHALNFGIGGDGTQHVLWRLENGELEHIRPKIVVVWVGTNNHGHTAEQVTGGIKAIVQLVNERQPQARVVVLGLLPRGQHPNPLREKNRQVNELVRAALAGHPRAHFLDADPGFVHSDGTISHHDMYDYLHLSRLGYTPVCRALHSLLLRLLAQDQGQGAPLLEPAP
Active calls of the source: *.

How did COc1ccc(CC(=O)Nc2cc(S(C)(=O)=O)ccc2Cl)cc1S(=O)(=O)N1CCOCC1 do in these assays?
PAFAH1B2 FP inh: -2; PAFAH1B3 FP inh: 5

Results for CCOC(=O)c1ccc(NC(=O)C2(N3C(=O)c4ccccc4C3=O)CCCC2)cc1 ?
PAFAH1B2 FP inh: 7; PAFAH1B3 FP inh: 8

What do the screens show for `COc1ccccc1-n1nnnc1SCC(=O)N(CC(C)C)C1CCS(=O)(=O)C1` (stereo not given)?
PAFAH1B2 FP inh: -1; PAFAH1B3 FP inh: -3

How did CCc1nc2cccnc2n1-c1ccc(C(=O)O)cc1 do in these assays?
PAFAH1B2 FP inh: 8; PAFAH1B3 FP inh: -4

How did O=C(O)Cc1ccc(NC(=O)Cc2ccc3ccccc3c2)cc1 do in these assays?
PAFAH1B2 FP inh: 3; PAFAH1B3 FP inh: 5

What do the screens show for `OC(CN1CCCCC1)c1ccc(Br)cc1` (stereo not given)?
PAFAH1B2 FP inh: 3; PAFAH1B3 FP inh: -4

Results for Oc1ccc(-c2nc3ccccc3nc2-c2ccc(O)cc2O)c(O)c1 ?
PAFAH1B2 FP inh: 3; PAFAH1B3 FP inh: 0

Results for COC(=O)C1=C(C(=O)OC)[C@]2([C@@H]3CCCCN[C@@H](Cc4ccccc4)C(=O)N3Cc3ccccc3)C=C[C@H]1O2 ?
PAFAH1B2 FP inh: 7; PAFAH1B3 FP inh: 6

What do the screens show for `O=C(CCNC(=O)c1ccc([N+](=O)[O-])cc1)Nc1nc2ccccc2[nH]1`?
PAFAH1B2 FP inh: 3; PAFAH1B3 FP inh: 1

What do the screens show for `Cc1ccc2[nH]c3nc(NN)nnc3c2c1`?
PAFAH1B2 FP inh: 8; PAFAH1B3 FP inh: 4

How did CCOC(=O)[C@H]1[C@H]2COc3ccc(Br)cc3[C@@H]2N2C(=O)CN(C)C(=O)[C@@]12C do in these assays?
PAFAH1B2 FP inh: -1; PAFAH1B3 FP inh: 2

What do the screens show for `CSc1ccc(/C=C/C(=O)OCC(=O)N2CCN(c3ccccc3)CC2)cc1`?
PAFAH1B2 FP inh: 0; PAFAH1B3 FP inh: -2

How did CCCCN(C(=O)c1ccc2c(c1)S(=O)(=O)N=C1CCCCCN12)c1c(N)n(CC(C)C)c(=O)[nH]c1=O do in these assays?
PAFAH1B2 FP inh: -1; PAFAH1B3 FP inh: -2

How did CCSc1nnc2c3cc(CC)ccc3n(C)c2n1 do in these assays?
PAFAH1B2 FP inh: -5; PAFAH1B3 FP inh: 5

What do the screens show for `C/C=C(\C)CN1CCC(n2nccc2NC(=O)CCCc2ccccc2)CC1`?
PAFAH1B2 FP inh: 7; PAFAH1B3 FP inh: 1

The final 5 records of the section above open the next one:
How did CCOC(=O)[C@H]1[C@H]2COc3ccc(Br)cc3[C@@H]2N2C(=O)CN(C)C(=O)[C@@]12C do in these assays?
PAFAH1B2 FP inh: -1; PAFAH1B3 FP inh: 2

What do the screens show for `CSc1ccc(/C=C/C(=O)OCC(=O)N2CCN(c3ccccc3)CC2)cc1`?
PAFAH1B2 FP inh: 0; PAFAH1B3 FP inh: -2

How did CCCCN(C(=O)c1ccc2c(c1)S(=O)(=O)N=C1CCCCCN12)c1c(N)n(CC(C)C)c(=O)[nH]c1=O do in these assays?
PAFAH1B2 FP inh: -1; PAFAH1B3 FP inh: -2

How did CCSc1nnc2c3cc(CC)ccc3n(C)c2n1 do in these assays?
PAFAH1B2 FP inh: -5; PAFAH1B3 FP inh: 5

What do the screens show for `C/C=C(\C)CN1CCC(n2nccc2NC(=O)CCCc2ccccc2)CC1`?
PAFAH1B2 FP inh: 7; PAFAH1B3 FP inh: 1

Results for O=C(NCc1ccc2c(c1)OCO2)c1cccc(S(=O)(=O)N2CCCC2)c1 ?
PAFAH1B2 FP inh: 4; PAFAH1B3 FP inh: -1

Results for S=c1[nH]nc2sc3ccccc3n12 ?
PAFAH1B2 FP inh: 4; PAFAH1B3 FP inh: 10

How did O=C(NN=Cc1ccc(Cl)cc1Cl)C1CC1 do in these assays?
PAFAH1B2 FP inh: 6; PAFAH1B3 FP inh: -1

What do the screens show for `O=C(Nc1cccc(S(=O)(=O)NC2=NCCC2)c1)c1cc(F)c(F)c(F)c1F`?
PAFAH1B2 FP inh: -2; PAFAH1B3 FP inh: 4

How did Cc1oc(-c2ccccc2F)nc1CN1CCC(C(=O)NC2CCCCCCC2)CC1 do in these assays?
PAFAH1B2 FP inh: 4; PAFAH1B3 FP inh: -3

Results for CCOC(=O)c1c(-c2ccccc2)oc2ccc(OCC(=O)NNC(=O)CCC(=O)O)cc12 ?
PAFAH1B2 FP inh: 3; PAFAH1B3 FP inh: 4

How did O=C(C1CC(=O)N(c2ccc3c(c2)OCCO3)C1)N1CCN(S(=O)(=O)c2ccc(F)cc2)CC1 (stereo not given) do in these assays?
PAFAH1B2 FP inh: 0; PAFAH1B3 FP inh: 2

Results for Cc1ccc(NC2(C#N)CCCC2)cc1 ?
PAFAH1B2 FP inh: 5; PAFAH1B3 FP inh: 13

How did COC(=O)c1ccc(OC)c(CSc2nnc(-c3ccc(C)cc3)o2)c1 do in these assays?
PAFAH1B2 FP inh: 3; PAFAH1B3 FP inh: -6

What do the screens show for `CN1OC[C@@H]2CN(Cc3cc(Cl)cc(Cl)c3)[C@H](c3cccc(Oc4ccccc4)c3)C[C@@H]21`?
PAFAH1B2 FP inh: 4; PAFAH1B3 FP inh: -6

Results for O=C(N=Nc1c(O)[nH]c2ccc(Br)cc12)c1cc(-c2cccs2)nc2ccccc12 ?
PAFAH1B2 FP inh: 2; PAFAH1B3 FP inh: 11

What do the screens show for `O=CN/C=C/c1cccc(O)c1`?
PAFAH1B2 FP inh: 2; PAFAH1B3 FP inh: 6

Results for CCC(=O)c1ccc(OCC(=O)N(CC)CC2COc3ccccc3O2)cc1 (stereo not given) ?
PAFAH1B2 FP inh: 0; PAFAH1B3 FP inh: 9

Results for O=C(CCN1C(=O)C2C3CCC(C3)C2C1=O)Nc1ccc(F)cc1 (stereo not given) ?
PAFAH1B2 FP inh: 8; PAFAH1B3 FP inh: 5

Results for CCOC(=O)c1c(NC(=S)Nc2ccc(Cl)cc2)sc(C)c1C ?
PAFAH1B2 FP inh: 4; PAFAH1B3 FP inh: -2

Results for Cc1nn2c(N3CCOCC3)cc(C(C)(C)C)nc2c1-c1ccc(Cl)cc1 ?
PAFAH1B2 FP inh: 2; PAFAH1B3 FP inh: -1

What do the screens show for `COc1ccc2c(C)c(C(=O)N3CCN(Cc4ccccc4)CC3)oc2c1`?
PAFAH1B2 FP inh: -2; PAFAH1B3 FP inh: -1

Results for CC(C)c1nc2oc3c(N4CCNCC4)ncnc3c2c2c1CCC2 ?
PAFAH1B2 FP inh: 2; PAFAH1B3 FP inh: -1

How did Cc1cc(C(=O)CCl)c(C)n1-c1ccon1 do in these assays?
PAFAH1B2 FP inh: 6; PAFAH1B3 FP inh: 11

How did Cc1ccc(NC(=O)Nc2nc3ccc(S(C)(=O)=O)cc3s2)cc1 do in these assays?
PAFAH1B2 FP inh: -1; PAFAH1B3 FP inh: 4

Results for C1CCN(CC2CCCCN2)CC1 (stereo not given) ?
PAFAH1B2 FP inh: 0; PAFAH1B3 FP inh: 10

What do the screens show for `C=CCN1C=CC(=O)[C@@H](O)[C@H]1c1ccccc1Br`?
PAFAH1B2 FP inh: 4; PAFAH1B3 FP inh: 3

Results for CCN1C[C@@H]2[C@@H]3C(=O)N(Cc4ccccc4)C(=O)[C@@H]3[C@](C)(C1=O)N2C(=O)c1ccc(C(F)(F)F)cc1 ?
PAFAH1B2 FP inh: 3; PAFAH1B3 FP inh: -5

Results for CN(Cc1ccc(OCC(O)CN2CCCCC2)cc1)Cc1ccnc2ccccc12 (stereo not given) ?
PAFAH1B2 FP inh: 2; PAFAH1B3 FP inh: 6

What do the screens show for `c1ccc(CCNc2ccccn2)nc1`?
PAFAH1B2 FP inh: 2; PAFAH1B3 FP inh: 6

What do the screens show for `Cc1ccccc1NC(=O)CSc1nc2[nH]c(=O)cc(O)c2s1`?
PAFAH1B2 FP inh: 0; PAFAH1B3 FP inh: 11

How did COc1ccc2nc(N3C(=O)C(O)=C(C(=O)c4ccco4)C3c3ccc(C)o3)sc2c1 (stereo not given) do in these assays?
PAFAH1B2 FP inh: 1; PAFAH1B3 FP inh: -2

How did COc1cccc(CN(C)Cc2cc(=O)oc3c(C)c(C)ccc23)c1 do in these assays?
PAFAH1B2 FP inh: 5; PAFAH1B3 FP inh: 9

How did COc1ccc(OC)c(/C=C/c2ccnc3ccccc23)c1 do in these assays?
PAFAH1B2 FP inh: 2; PAFAH1B3 FP inh: 14

What do the screens show for `O=[N+]([O-])c1ccc(OCc2cnc(Cl)s2)cc1`?
PAFAH1B2 FP inh: 5; PAFAH1B3 FP inh: 11

What do the screens show for `CCOC(=O)c1ccccc1OC(=O)Oc1ccccc1C(=O)OCC`?
PAFAH1B2 FP inh: 5; PAFAH1B3 FP inh: 12

What do the screens show for `C=C(C)COC(=O)c1ccccc1C(=O)OCC1(C)CO1` (stereo not given)?
PAFAH1B2 FP inh: -1; PAFAH1B3 FP inh: -6

What do the screens show for `COc1cccc(-c2nc(-c3ccccc3)c(-c3ccccc3)[nH]2)c1OCC(=O)O`?
PAFAH1B2 FP inh: 24*; PAFAH1B3 FP inh: 14

What do the screens show for `Cc1ccc(OCC(=O)NNC(=S)NC(=O)c2cccs2)c(C)c1`?
PAFAH1B2 FP inh: -1; PAFAH1B3 FP inh: 15

Results for CC(=O)Nc1ccc(S(=O)(=O)O)c(OC(C)=O)c1 ?
PAFAH1B2 FP inh: 4; PAFAH1B3 FP inh: 2

Results for CC(=O)C1CCC2C3CCC4=CC(=O)CCC4(C)C3(Br)C(=O)CC12C (stereo not given) ?
PAFAH1B2 FP inh: 4; PAFAH1B3 FP inh: 7

Results for C/C(=N\NC(=O)C(O)(c1ccccc1)c1ccccc1)c1ccc(NC(=O)CCCC(=O)O)cc1 ?
PAFAH1B2 FP inh: 4; PAFAH1B3 FP inh: 2

Results for COCc1cc(S(=O)c2ccc(Cl)cc2)nc(C)n1 (stereo not given) ?
PAFAH1B2 FP inh: 11; PAFAH1B3 FP inh: 14

Results for Cc1nn(-c2ccccc2)c(C)c1NC(=O)COC(=O)c1ccc(O)cc1O ?
PAFAH1B2 FP inh: 4; PAFAH1B3 FP inh: 7

Results for CN(CCc1ccccc1)C(=O)c1cccc(NC(=O)Cc2cccc(NC(=O)C3CCN(C(=O)C4CC4)CC3)c2)c1 ?
PAFAH1B2 FP inh: 5; PAFAH1B3 FP inh: -1

Results for Nc1ccccc1-c1ccc([N+](=O)[O-])cc1 ?
PAFAH1B2 FP inh: 6; PAFAH1B3 FP inh: 3

Results for O=C(N/N=C/c1ccco1)c1ccc(NC(=O)C2CCCCC2)cc1 ?
PAFAH1B2 FP inh: 5; PAFAH1B3 FP inh: 5

Results for O=S(=O)(Cc1ccccc1)Nc1ccc(F)cc1 ?
PAFAH1B2 FP inh: 5; PAFAH1B3 FP inh: 1

What do the screens show for `O=C(CN1C(=O)NC2(CCc3ccccc32)C1=O)NCc1ccc(F)cc1` (stereo not given)?
PAFAH1B2 FP inh: 3; PAFAH1B3 FP inh: 4

What do the screens show for `COc1ccc(N(CC(=O)N/N=C/c2cccnc2)S(=O)(=O)c2ccc(C)cc2)cc1OC`?
PAFAH1B2 FP inh: 4; PAFAH1B3 FP inh: 0

Results for CN(CCOc1ccc(Cl)cc1)C(=O)CNS(=O)(=O)c1ccc(N(C)C)c([N+](=O)[O-])c1 ?
PAFAH1B2 FP inh: 5; PAFAH1B3 FP inh: 3

How did O=C(NC1CCN(S(=O)(=O)c2cccc(F)c2)CC1)c1ccc(F)cc1 do in these assays?
PAFAH1B2 FP inh: -4; PAFAH1B3 FP inh: 4

Results for CC(=O)N1C[C@H]2CON(C)[C@H]2C[C@H]1c1cccc(-c2ccccc2)c1 ?
PAFAH1B2 FP inh: 2; PAFAH1B3 FP inh: 1

What do the screens show for `Cc1ccc(NC(=O)c2ncn(CCCNCCCN3CCCC3=O)n2)cc1C`?
PAFAH1B2 FP inh: 3; PAFAH1B3 FP inh: 13

What do the screens show for `Cc1ccc(CNc2ncnc3[nH]ncc23)cc1`?
PAFAH1B2 FP inh: 9; PAFAH1B3 FP inh: 3

How did Cc1c(Cl)cccc1NC(=O)C1CCCN(S(C)(=O)=O)C1 (stereo not given) do in these assays?
PAFAH1B2 FP inh: -1; PAFAH1B3 FP inh: 11

What do the screens show for `O=C(COc1ncnc2sccc12)NC1CCCCC1`?
PAFAH1B2 FP inh: 5; PAFAH1B3 FP inh: 4

Results for CC(C)(C)OC(=O)N(Cc1ccccc1)Cc1ccccc1OCc1ccc(NC(=O)C2CCC2)cc1 ?
PAFAH1B2 FP inh: 1; PAFAH1B3 FP inh: 0

What do the screens show for `CCOC(=O)N1CC(C)N(C(=S)Nc2ccccc2)CC1C` (stereo not given)?
PAFAH1B2 FP inh: 2; PAFAH1B3 FP inh: -4

4 compounds picked at random from those above, as already listed:
Results for CC(C)(C)OC(=O)N(Cc1ccccc1)Cc1ccccc1OCc1ccc(NC(=O)C2CCC2)cc1 ?
PAFAH1B2 FP inh: 1; PAFAH1B3 FP inh: 0

What do the screens show for `Cc1ccc(NC(=O)c2ncn(CCCNCCCN3CCCC3=O)n2)cc1C`?
PAFAH1B2 FP inh: 3; PAFAH1B3 FP inh: 13

What do the screens show for `Cc1ccc(CNc2ncnc3[nH]ncc23)cc1`?
PAFAH1B2 FP inh: 9; PAFAH1B3 FP inh: 3

Results for CC(=O)N1C[C@H]2CON(C)[C@H]2C[C@H]1c1cccc(-c2ccccc2)c1 ?
PAFAH1B2 FP inh: 2; PAFAH1B3 FP inh: 1

An excerpt; count on the stated rates, not on these rows.
